# Screens as filed in PubChem.
# G9a inh: G9a (human) methyltransferase inhibition | Potency, µM (doses to about 102 µM), for the others: top-dose activity, negative = inhibition, actives largely listed as inhibitors | G9a H3K9 monomethylation, AlphaScreen, 2 h | hit rate 8.8% among 350,000 | Q96KQ7 | AID 504332; further: on the % scale 0 is the no-effect control and ±100 the full control effect; nearly all actives have a fitted effect of over 75% in size
#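 AlphaScreen read-out: biotin-H3K9 peptide (500 nM) methylation by 20 nM enzyme with 20 uM SAM, 2 h at room temperature after 15 min compound preincubation; anti-monomethyl H3K9 antibody plus donor/acceptor beads, 10 min dark.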
# BAZ2B inh: inhibitors of human BAZ2B bromodomain; AlphaScreen BAZ2B-H3K14Ac peptide displacement; Q9UIF8; Potency, µM (top dose mostly 114 µM), inactives show top-dose activity change, negative = inhibition, usual class: inhibitors; hit rate 4.4% among 360,000; further: on the % scale 0 is the no-effect control and ±100 the full control effect; nearly all actives have a fitted effect of over 60% in size
#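 AlphaScreen displacement of biotin-H3(5-23)K14Ac peptide (50 nM final) from BAZ2B (50 nM final) in PBS pH 7.4, 0.01% Tween-20; complex preformed 30 min RT, then compounds (top 110 uM) 30 min RT, beads 20 min dark.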
# Pin1 inh: inhibitors of human Pin1. Q13526. Pin1 FP peptide displacement, HiFluor488, 10 min. Potency, µM (titrated, usually from 115 µM), inactives show at the highest dose activity, negative = inhibition, actives largely listed as inhibitors. hit rate 0.009% among 390,000; active means well fitted inhibition curve with a large enough effect in the polarisation, with a control signal flat, not every such curve was filed as active; inconclusive means small, poorly fitted or top-dose-only effect, or effect the other way, or a change in a side signal; inactive means no such curve, though single readings can be large or run the other way; the % refers to the polarisation; further: on the % scale 0 is the no-effect control and ±100 the full control effect
# Target sequence (Q13526 whole entry, looked up): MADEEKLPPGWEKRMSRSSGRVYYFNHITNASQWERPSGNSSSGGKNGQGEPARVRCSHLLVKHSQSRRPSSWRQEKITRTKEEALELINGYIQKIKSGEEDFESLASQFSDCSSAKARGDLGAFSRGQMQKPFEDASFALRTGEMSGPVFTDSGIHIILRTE
# BLM inh: blocks DNA unwinding by human BLM helicase. Potency, µM (series often up to 56.1 µM), inactives show at the top dose activity change, negative = inhibition, hits mostly inhibitors. hit rate 0.2% among 350,000. recombinant BLM DNA unwinding, fluorescence dequenching;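 further: plate controls were vehicle for no effect and no enzyme for full effect; nearly all actives have a fitted effect of over 35% in size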
# GLS inh: glutaminase GLS (human) inhibition | O94925 | GLS enzymatic activity, qHTS titration | Potency, µM (titrated, usually from 45.5 µM), inactives show top-dose activity change, negative = inhibition, most hits filed as inhibitors | hit rate 0.21% among 410,000 | AID 624170; further: on the % scale 0 is the no-effect control and ±100 the full control effect
#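 Human kidney-isoform GLS in 45 mM KH2PO4 pH 8.2, 0.02% Tween-20, with compound, started with 1mM L-Glutamine (added stock). Glutamate oxidase/HRP/Amplex red coupled fluorescence read at start and after 30 min at RT.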
# Pol iota inh: blocks human DNA polymerase iota activity | Potency, µM (doses to about 115 µM), for the others: at the highest dose activity, negative = inhibition, most hits filed as inhibitors | Pol iota fluorescent replication assay, 10 min | hit rate 1% among 390,000 | Q9UNA4
#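 Fluorescent replication assay read twice, at 0 min and 10 min after adding 50 nM (final) substrate. Enzyme (10 nM) and compounds were first incubated 15 min at room temperature; enzyme-free buffer wells were negative controls.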
# Tb PGK inh: T. brucei PGK inhibition. PGK/GAPDH coupled, Kinase-Glo luminescence, 60 min. Potency, µM (highest dose often 57.5 µM), for inactives: at the top dose activity change, negative = inhibition, usual class: inhibitors. hit rate 0.043% among 380,000. AID 602233; further: on the % scale 0 is the no-effect control and ±100 the full control effect; nearly all actives have a fitted effect of over 60% in size
# Target sequence (P07378 whole entry, looked up): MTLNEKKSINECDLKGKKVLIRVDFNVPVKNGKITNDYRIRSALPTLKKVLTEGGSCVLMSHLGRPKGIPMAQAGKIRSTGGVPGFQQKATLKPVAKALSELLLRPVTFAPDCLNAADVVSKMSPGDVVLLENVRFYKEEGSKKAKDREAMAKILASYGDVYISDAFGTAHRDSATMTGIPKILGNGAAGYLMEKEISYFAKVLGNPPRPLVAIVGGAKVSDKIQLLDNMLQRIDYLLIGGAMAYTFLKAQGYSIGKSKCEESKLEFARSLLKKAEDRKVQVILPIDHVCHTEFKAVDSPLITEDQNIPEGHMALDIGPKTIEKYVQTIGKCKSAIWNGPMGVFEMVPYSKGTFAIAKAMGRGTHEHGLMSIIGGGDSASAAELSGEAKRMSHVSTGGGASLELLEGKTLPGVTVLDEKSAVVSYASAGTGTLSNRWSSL
#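 Luminescent ATP detection (Kinase-Glo Plus) follows a 60-minute room-temperature incubation, with wells lacking PGK as controls. Buffer: 100 mM TEA (pH 7.6), 5 mM MgCl2, 0.01% Tween-20. Coupling enzyme GAPDH (100 nM final) supplies unstable 1,3-BPG in-well.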
# JMJD2A Tudor: JMJD2A Tudor domain (human) inhibition | O75164 | AlphaScreen JMJD2A-Tudor / H3K4me3 peptide binding | Potency, µM (series often up to 114 µM), inactives show top-dose activity change, negative = inhibition, usual class: inhibitors | hit rate 4.4% among 390,000; further: on the % scale 0 is the no-effect control and ±100 the full control effect; nearly all actives have a fitted effect of over 50% in size
# HP1b binding inh: HP1-beta chromodomain-methylated histone interaction inhibition; P83916; AlphaScreen HP1-beta / biotin-H3K9me3 peptide binding; Potency, µM (doses to about 114 µM), for inactives: at the top dose activity change, negative = inhibition, hits mostly inhibitors; hit rate 0.56% among 390,000; further: nearly all actives have a fitted effect of over 70% in size; inactives centre near 23
# Target sequence (P83916 whole entry, looked up): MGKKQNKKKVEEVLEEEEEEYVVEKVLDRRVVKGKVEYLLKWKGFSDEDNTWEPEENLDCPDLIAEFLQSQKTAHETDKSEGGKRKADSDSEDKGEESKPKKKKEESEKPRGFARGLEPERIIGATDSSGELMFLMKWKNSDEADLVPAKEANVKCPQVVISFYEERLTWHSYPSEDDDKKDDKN
#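 Compound inhibition of the preformed complex between 50 nM HP1-beta and 50 nM biotinylated H3K9me3 peptide was read by AlphaScreen. Buffer was PBS pH 7.4 with 0.01% Tween-20. Incubations ran 30 min at room temperature, with 10 ug/mL donor/acceptor beads.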
# Starred values were filed as active, the others as inactive; i = inactive; ? = inconclusive; . = no result given; [ ] = remark or other dose. Unless noted, the call rests on the fitted dose curve; in most records, active means well fitted curve in the direction sought with a large enough effect; inconclusive means small, poorly fitted or top-dose-only effect, or another doubt; inactive means no such curve, though single readings can be large; an effect the other way counts as inactive or inconclusive. Potency means the concentration at half of the fitted maximal effect. A portion of the library (hit frequency here may not be typical).
G9a inh	HP1b binding inh	Tb PGK inh	BAZ2B inh	Pol iota inh	Pin1 inh	JMJD2A Tudor	GLS inh	BLM inh	SMILES
-30%	1%	-7%	-10%	4%	0%	0%	2%	-13%	CC12CN3CCN(CC(C3)/C1=N\NC(=O)Nc1cccc(Cl)c1)C2
-4%	51%[activator]	-2%	-2%	-15%	2%	-3%	-11%	-8%	CC(C)Sc1nnc(NC(=O)CCc2ccccc2)s1
5%[59 µM]	60%[activator]	-3%	-14%	10%	-2%	-20%	-9%	0%	CCOC(=O)c1ccc(NC(=O)CC(C)n2nc(C)cc2C)cc1 (stereo not given)
14%	26%	-10%	-28%	24%	-14%	-14%	-12%	1%	Cc1ccc(OCC(O)CN2CCC(Cc3ccccc3)CC2)c(C)c1 (stereo not given)
-3%[59 µM]	16%	-1%	2%	-11%	8%	7%[57.1 µM]	5%	3%	O=C(CC1(O)C(=O)Nc2ccccc21)c1cccc(Br)c1 (stereo not given)
31%[activator]	10%	.	3%	-2%	2%	-17%	-6%	-8%	COCCCNC(=O)c1cc2cc3cc(OC)ccc3nc2o1
-5%[59 µM]	26%	-8%	3%	21%	-5%	-1%	1%	0%	CCn1c(CC(=O)Nc2ccccc2)nnc1SCC(=O)Nc1nnc(C)s1
?	-7%	-4%	?	32%[activator]	-13%	?	2%	-13%	CCOc1cccc(CC(=O)N2CCc3c([nH]c4ccc(OC)cc34)C2c2ccc(F)cc2)c1OCC (stereo not given)
-6%	5%	-1%	6%	4%	13%	-12%	9%	-6%	CC(=O)c1cccc(NC(=S)NCCCCc2ccccc2)c1
.	?	i	.	0%	-2%	-12%	-6%	.	CC(=Nc1ccccc1)C1=C(O)C(Cc2ccccc2)NC1=O (stereo not given)
6%	24%	-6%	4%	36%[activator]	0%	-10%	-8%	-1%	CC1(C)CC(=O)N(c2cccc(Cl)c2)C(=O)C1
3%[59 µM]	12%[57 µM]	0%	-4%	22%	4%	-14%	-5%	-2%	COc1ccc(CC(=O)NCc2nc3cccnc3n2Cc2ccc(C)cc2)cc1OC
?	36%	0%	-4%	10%	-8%	-6%	-7%	3%	CCOc1ccccc1NC(=O)C1CCCN(S(=O)(=O)c2cccc3cccnc23)C1 (stereo not given)
-35%[12.7 µM]	-14%	0%	-13%	20%	1%	-33%	4%	-5%	COc1cccc(-c2cc(C(=O)N3CCN(c4ncccn4)CC3)c3ccccc3n2)c1
10%	-10%	0%	15%	25%	-4%	-12%	1%	-4%	COc1ccc(NC(=O)CCC(=O)OCc2ccc([N+](=O)[O-])cc2)cc1
9%[59 µM]	38%	-6%	7%	-8%	3%	-5%	12%	0%	CC1CCCN(C(=O)Cc2ccc(F)cc2)C1 (stereo not given)
-2%	24%	-6%	-1%	54%[activator]	5%	-12%	-6%	-2%	CC1(C(=O)OCC(=O)Nc2ccccc2)CC1(Cl)Cl (stereo not given)
5%[59 µM]	27%[57 µM]	i	4%	14%	-3%	-3%	-7%	-1%	CCc1ccccc1NS(=O)(=O)c1ccc(NC(=O)N2CCCC2)cc1
.	23%	15%	1%	7%[58.9 µM]	5%	6%	14%	-2%	CC1CN(S(=O)(=O)c2cccc(C(F)(F)F)c2)CC(C)O1 (stereo not given)
-6%[59 µM]	23%	0%	-18%	21%	?	-6%	15%	-18%	CC1OC2(C)OC(=N)C1(C#N)C(C#N)(C#N)C2c1ccccc1 (stereo not given)
16%	29%	-1%	-15%	40%[activator]	-7%	1%	-3%	-3%	CCN(CCn1cccn1)C(=O)CCc1nnc(CCCc2ccccc2)o1
-14%[59 µM]	-2%	-4%	1%	-3%	-4%	-23%	7%	-7%	O=C(COC(=O)c1ccccc1-c1ccccc1[N+](=O)[O-])c1ccccc1
-12%[59 µM]	-6%	-2%	4%	27%	-5%	-22%	8%	-1%	O=C(NCc1ccco1)C1CCCN1C(=O)Nc1ccccc1[N+](=O)[O-] (stereo not given)
9%	1%	-4%	-3%	19%	2%	-29%[11.4 µM]	26%	-2%	CCN(CC)C(=O)CN1C(=O)/C(=C/c2ccccc2)SC1=S
.	109%[activator]	0%	.	43%[activator]	-6%	-6%	-4%	.	CC(=O)C[C@@H](O)CC(=O)[C@H]1OC(=O)[C@H](C)CCCCc2ccccc21
-2%[59 µM]	19%	1%	8%	4%	3%	4%	3%	-5%	Cc1cccc(-n2c(=O)c3ccccc3n(Cc3ccccc3C#N)c2=O)c1
20%[59 µM]	31%	1%	35µM*	14%	7%	22µM*	12%	-12%	Cc1ccn(CC(=O)N/N=C/c2cc([N+](=O)[O-])ccc2O)n1
-15%	23%	-11%	0%	-6%	-7%	-5%	10%	-1%	COC(=O)c1nnn(-c2nc(N(C)C)nc(N(C)C)n2)c1C
10%	18%	0%	-16%	22%	?	-33%	-9%	6%	COc1ccc(CCn2c(=N)c(C(=O)NC3CCCC3)cc3c(=O)n4ccccc4nc32)cc1
9%[59 µM]	-12%	-9%	5%	-11%	-3%	-12%[11.4 µM]	-1%	-1%	COc1ccc(CCNC(=O)c2nc3ncccn3n2)cc1OC
6%	6%	0%	4%	9%	-1%	-8%	-3%	-3%	O=C(c1ccc(F)cc1)N1CCC(c2ccccc2)C1 (stereo not given)
6%	36%	-5%	5%	-16%	1%	-7%	-1%	-11%	C=CCN(c1ccccc1)S(=O)(=O)c1ccc2[nH]cc(C(=O)NCCOC)c(=O)c2c1
.	26%	-4%	.	-10%	4%	-3%	-4%	.	COc1ccccc1NC(=O)COC(=O)/C=C/c1ccc(OC)c(OC)c1
45µM*	31%	-6%	-24%	74%[activator]	-1%	18%	-1%	-2%	COC(=O)c1ccc(C2C(C(=O)c3ccco3)=C(O)C(=O)N2CC2CCCO2)cc1 (stereo not given)
464%[activator]	261%[activator]	-8%	414%[activator]	-8%	4%	143%[activator]	4%	-9%	CCCCn1c2c(c3ccccc31)CCc1nonc1-2
.	25%	i	.	-3%	3%	-3%	-19%	.	COc1ccc(NCC(=O)NN=C2CCS(=O)(=O)c3ccc(F)cc32)cc1
.	25%	-3%	-24%	-10%	-4%	-10%	30%	50%[activator]	CN(C)CCN(C(=O)c1ccco1)c1nc2cc3c(cc2s1)OCCO3
-32%	16%	1%	-37%	2%	6%	-18%	-12%	.	COc1cccc(NC(=O)CN(C)C(=O)/C=C/c2cn(Cc3ccccc3)nc2-c2cccnc2)c1
.	19%[57 µM]	-5%	.	7%	-11%	-8%	-3%	.	O=S(=O)(O)c1ccc(Cl)c(Cl)c1
14%	75%[activator]	i	1%	0%	3%	-10%	2%	0%	CCCn1c(SCC(N)=O)nnc1C(C)C
9%	30%	-7%	-4%	-23%	1%	-10%	-6%	-9%	Cc1cccc(N2CC(C(=O)Nc3ccc(S(=O)(=O)N4CCOCC4)cc3)CC2=O)c1 (stereo not given)
?	33%	-4%	-14%	?	4%	-10%	0%	1%	COCCn1nnnc1C(c1cccc(C(F)(F)F)c1)N1CCOCC1 (stereo not given)
-4%[59 µM]	36%	9%	-7%	-2%	21%	-16%	-1%	-20%	COc1ccc(NC(=O)c2oc3ccccc3c2NC(=O)Cc2coc3cc(C)ccc23)cc1
-3%	26%	-1%	3%	5%	-13%	0%	.	-3%	Cc1cc(Cl)c(S(=O)(=O)NC2CCCC2)cc1OCC(=O)NC1CCCCC1
58%[activator][59 µM]	29%	i	-5%	3%	1%	-4%[57.1 µM]	12%	0%	COc1ccc(/C(C)=N\NC(=O)CSc2nnc(C)s2)cc1
9%[2.33 µM]	32%[activator]	-6%	-1%	3%	-2%	-17%	3%	-1%	N#Cc1ccccc1Cn1c(-c2cscn2)nc2ccccc21

# Look-ups from the results shown:
# Under G9a inh, COc1cccc(NC(=O)CN(C)C(=O)/C=C/c2cn(Cc3ccccc3)nc2-c2cccnc2)c1 has the entry -32%
# Under Tb PGK inh, Cc1cccc(N2CC(C(=O)Nc3ccc(S(=O)(=O)N4CCOCC4)cc3)CC2=O)c1 (stereo not given) has the entry -7%

# A second format for part of the listing above.
compound	G9a inh	HP1b binding inh	Tb PGK inh	BAZ2B inh	Pol iota inh	Pin1 inh	JMJD2A Tudor	GLS inh	BLM inh
COc1ccc(NCC(=O)NN=C2CCS(=O)(=O)c3ccc(F)cc32)cc1	.	25%	i	.	-3%	3%	-3%	-19%	.
CN(C)CCN(C(=O)c1ccco1)c1nc2cc3c(cc2s1)OCCO3	.	25%	-3%	-24%	-10%	-4%	-10%	30%	50%[activator]
COc1cccc(NC(=O)CN(C)C(=O)/C=C/c2cn(Cc3ccccc3)nc2-c2cccnc2)c1	-32%	16%	1%	-37%	2%	6%	-18%	-12%	.
O=S(=O)(O)c1ccc(Cl)c(Cl)c1	.	19%[57 µM]	-5%	.	7%	-11%	-8%	-3%	.
CCCn1c(SCC(N)=O)nnc1C(C)C	14%	75%[activator]	i	1%	0%	3%	-10%	2%	0%
Cc1cccc(N2CC(C(=O)Nc3ccc(S(=O)(=O)N4CCOCC4)cc3)CC2=O)c1 (stereo not given)	9%	30%	-7%	-4%	-23%	1%	-10%	-6%	-9%
COCCn1nnnc1C(c1cccc(C(F)(F)F)c1)N1CCOCC1 (stereo not given)	?	33%	-4%	-14%	?	4%	-10%	0%	1%
COc1ccc(NC(=O)c2oc3ccccc3c2NC(=O)Cc2coc3cc(C)ccc23)cc1	-4%[59 µM]	36%	9%	-7%	-2%	21%	-16%	-1%	-20%
Cc1cc(Cl)c(S(=O)(=O)NC2CCCC2)cc1OCC(=O)NC1CCCCC1	-3%	26%	-1%	3%	5%	-13%	0%	.	-3%
COc1ccc(/C(C)=N\NC(=O)CSc2nnc(C)s2)cc1	58%[activator][59 µM]	29%	i	-5%	3%	1%	-4%[57.1 µM]	12%	0%
N#Cc1ccccc1Cn1c(-c2cscn2)nc2ccccc21	9%[2.33 µM]	32%[activator]	-6%	-1%	3%	-2%	-17%	3%	-1%
